# Screening results: PubChem BioAssay, several laboratories
# Vif inh: blocks HIV Vif function | 0.35% of 340,000 active | HEK293T cells, Vif self-association by quenched fluorescence, imaging, 24 h | inhibition, % at 7.49 µM | AID 602346; in the data active means inhibition above about 50%, passing the limit was not always enough; inconclusive means no clear call, values can overlap the other calls; inactive means below about 31%; further: some results filed as inactive read as strong as hits
# ABCB6 inh MLPCN: inhibitors of human ABC transporter ABCB6. K562-ABCB6 porphyrin accumulation, flow cytometry, 1 h; stronger effect = lower value. fluorescence ratio to DMSO, % at 10 µM. Q9NP58. 0.19% of 360,000 active;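 active means fluorescence ratio to DMSO below 75%, the collection mean minus 3 SD; inconclusive means too few cells collected in the well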;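 further: signal is porphyrin accumulated inside mitochondria; 100% equals median channel fluorescence of DMSO control wells; lower ratio means ABCB6 inhibition with less porphyrin fluorescence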
# aDG glyco up: alpha-DG glycosylation activation. activation, % at 10 µM. 0.22% of 360,000 active. AID 624168. Pro5-aDG cells, alpha-DG glycosylation AlphaScreen (IIH6); 0% Pro5, 100% B10-LARGE cell signal;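 active means activation of at least 8% versus controls, or a plate z-score of at least 8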;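 further: Pro5 are CHO cells carrying HIG-tagged alpha-DG that lacks glycosylation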
# MC4R ag barr: human MC4R agonism via beta-arrestin. U2OS MC4R beta-arrestin complementation, luminescence; percent of melanotan II response, DMSO zero. activation, % at 8.9 µM. 0.98% of 360,000 active. P32245;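 active means activation above a per-plate cutoff, the mean activation of sample wells on that plate plus 3 SD, cut at about 8% in these data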
# ABHD5-PLIN5 inh: ABHD5-PLIN5 protein interaction inhibition | Q00G26+Q8WTS1 | Split G. princeps luciferase complementation, luminescence, 4 h | inhibition, % at 4 µM | 0.78% of 360,000 active | AID 602281;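 active means inhibition above the mean inhibition across every tested compound plus 3 SD, cut at about 22% in these data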;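 further: 0% = DMSO only wells and the 100% control is not disclosed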
# MC4R antag cAMP: blocks human MC4R cAMP signaling | 0.48% of 360,000 active | MC4R-expressing cells, MTII-stimulated cAMP, LANCE TR-FRET | inhibition, % at 6.5 µM;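 active means inhibition above its plate's cutoff, the mean of tested wells on that plate plus 3 SD, cut at about 29% in these data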;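 further: 0% = Melanotan II alone and 100% = Melanotan II plus saturating MCL0020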
#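 Assay system: U2OS cells stably expressing human melanocortin 4 receptor (MC4R) / Dosing: 6.5 µM / Timing: compound 30 min, challenge 1 h, detection 1 h / Measured by: Eu-cAMP/anti-cAMP TR-FRET, emission 671 nm / Replicates: singlicate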
# TLR9-MyD88 block: TLR9-MyD88 interaction inhibition; 0.21% of 340,000 active; AID 504734; CHO BLA complementation TLR9-MyD88, CCF4 FRET ratio; inhibition, % at 4.98 µM; Q9NR96+Q99836;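 active means inhibition above the mean over all tested compounds plus 3 SD, cut at about 21% in these data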;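 further: 0% = DMSO only wells and 100% = clavulanate BLA inhibitor control wells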
# Target sequence (Q99836 whole entry, looked up): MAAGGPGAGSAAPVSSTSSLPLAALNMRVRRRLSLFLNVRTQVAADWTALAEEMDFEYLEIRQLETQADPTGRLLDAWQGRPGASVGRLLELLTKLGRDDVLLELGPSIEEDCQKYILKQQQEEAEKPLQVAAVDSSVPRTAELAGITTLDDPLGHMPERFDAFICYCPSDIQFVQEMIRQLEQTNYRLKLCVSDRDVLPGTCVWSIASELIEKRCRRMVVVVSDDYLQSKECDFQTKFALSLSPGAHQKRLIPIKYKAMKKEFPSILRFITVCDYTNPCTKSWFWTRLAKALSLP
# Target sequence (Q9NR96 whole entry, looked up): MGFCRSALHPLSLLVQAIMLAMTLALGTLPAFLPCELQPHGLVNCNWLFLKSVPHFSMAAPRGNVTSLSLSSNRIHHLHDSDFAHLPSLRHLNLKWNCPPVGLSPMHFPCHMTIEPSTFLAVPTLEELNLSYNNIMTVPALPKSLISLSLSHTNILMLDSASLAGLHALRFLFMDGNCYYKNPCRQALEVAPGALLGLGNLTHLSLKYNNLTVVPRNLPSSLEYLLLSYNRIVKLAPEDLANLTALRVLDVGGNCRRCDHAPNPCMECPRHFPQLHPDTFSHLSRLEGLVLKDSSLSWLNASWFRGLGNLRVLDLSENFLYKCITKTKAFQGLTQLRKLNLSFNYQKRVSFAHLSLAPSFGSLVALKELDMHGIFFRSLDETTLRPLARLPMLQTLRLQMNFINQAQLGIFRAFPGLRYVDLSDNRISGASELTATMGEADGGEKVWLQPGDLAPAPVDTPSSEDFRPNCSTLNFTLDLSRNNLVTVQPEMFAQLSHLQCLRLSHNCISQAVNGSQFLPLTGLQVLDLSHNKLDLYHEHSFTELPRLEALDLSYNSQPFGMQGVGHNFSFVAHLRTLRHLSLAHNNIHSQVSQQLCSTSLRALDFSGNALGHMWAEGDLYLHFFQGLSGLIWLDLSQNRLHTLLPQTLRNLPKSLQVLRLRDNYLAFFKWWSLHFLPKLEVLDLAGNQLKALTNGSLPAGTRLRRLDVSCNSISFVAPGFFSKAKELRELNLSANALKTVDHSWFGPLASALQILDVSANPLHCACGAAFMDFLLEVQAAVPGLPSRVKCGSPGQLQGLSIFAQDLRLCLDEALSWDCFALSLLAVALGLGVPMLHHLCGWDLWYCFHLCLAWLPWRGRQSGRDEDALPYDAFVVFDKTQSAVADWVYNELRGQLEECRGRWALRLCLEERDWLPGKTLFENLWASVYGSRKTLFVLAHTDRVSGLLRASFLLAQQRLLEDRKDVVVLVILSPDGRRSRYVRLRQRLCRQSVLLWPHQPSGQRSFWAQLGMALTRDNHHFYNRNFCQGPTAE
# N-glyco inh: N-linked glycosylation inhibition. AID 588692. reporter increase, % at 12.5 µM. D54 ERlucT glycosylation luciferase reporter, 24 h; percent of 100 nM tunicamycin response. 0.23% of 360,000 active;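 active means mean luciferase reporter signal, scaled so untreated is 0 and the glycosylation-blocking control 100, at or above a set limit in every replicate; inconclusive means mean reaches the limit but not every replicate does; inactive means mean below the limit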;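 further: luciferase carries N-glycosylation sites so blocking glycosylation raises the light; 0% = median of neutral control wells and 100% = median of 100 nM tunicamycin wells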
# Granule exo inh: lytic granule exocytosis inhibition; inhibition, % at 10 µM; 0.66% of 360,000 active; TALL-104 LAMP-1 surface exposure, flow cytometry; cells stimulated with thapsigargin and PMA;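 active means inhibition above about 55%, limit read from the data; inconclusive means no clear call, values can overlap the other calls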
# NOD2-RIPK2 inh: inhibitors of human NOD2-RIPK2 interaction | 0.38% of 360,000 active | CHO BLA complementation NOD2-RIPK2, CCF4 ratio | O43353 | inhibition, % at 4.98 µM | AID 624267; in the data active means inhibition above about 21%;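 further: 0% = vehicle only and 100% = reference blocker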
# Active calls of the source: *; ? = inconclusive; nt = not tested or not shown. An excerpt (hit frequency here may not be typical).
canonical_smiles,Vif inh,ABCB6 inh MLPCN,aDG glyco up,MC4R ag barr,ABHD5-PLIN5 inh,MC4R antag cAMP,TLR9-MyD88 block,N-glyco inh,Granule exo inh,NOD2-RIPK2 inh
Clc1cccc(-c2nc3c4ccccc4ccn3c2Cc2ccsc2)c1,nt,99.0,3.1,nt,3.2,nt,nt,-1.6,3.3,-9.5
Cc1cc(N)ncc1[N+](=O)[O-],5.5,104.0,-0.2,-2.2,5.2,1.4,0.0,0.3,-11.8,-2.8
CCC(C(=O)NC1CCCC1)N(C(=O)Cn1nnc(-c2ccc(C)o2)n1)c1ccc(F)cc1 (configuration not stated),-11.6,95.0,0.2,6.2,-4.3,-1.7,0.2,-1.3,-19.3,2.5
CCOc1cc(/C=C/C(=O)OCC(=O)NCc2ccco2)cc(Cl)c1OC,3.1,91.0,0.0,0.1,-7.9,-0.8,3.4,3.0,-7.0,-11.1
COc1ccc(C(=O)N2CCSCC2)cc1OC1CCN(C(C)=O)CC1,-2.0,102.0,0.2,0.2,4.6,4.8,3.9,0.2,-3.3,-5.5
COc1ccc2cc(/C(C)=N/NC(=O)c3cc(-c4cccnc4)nc4ccccc34)ccc2c1,-4.2,95.0,-0.7,-2.4,1.3,-1.1,-3.0,2.6,-10.1,3.3
O=[N+]([O-])c1ccc(SCc2ccncc2)nc1,1.2,94.0,0.1,1.2,4.3,7.7,-3.2,-0.6,-5.4,-3.5
O=C(CCCN1C(=O)c2cccc3cccc(c23)C1=O)N1CCN(Cc2ccc3c(c2)OCO3)CC1,nt,93.0,-0.1,-1.8,14.0,9.1,-3.8,-0.4,5.6,0.9
O=S(=O)(c1ccc(-c2nnco2)cc1)N1CCCCC1,39.0,98.0,0.0,-0.6,3.5,14.6,0.4,-0.1,-6.2,-4.1
COC(=O)c1ccc(NC(=O)CSc2nnnn2C2CCCCC2)cc1,-4.0,90.0,0.0,-0.7,1.2,-1.3,0.3,1.3,-3.0,-9.2
CCCn1c(N)c(C(=O)CSc2nc3ccccc3c(=O)n2Cc2ccccc2)c(=O)[nH]c1=O,2.4,95.0,-0.1,-2.3,-2.7,4.7,-6.4,-0.5,-0.2,-3.6
COCCCN(C(C)=O)c1nc(-c2ccc(OC)cc2)cs1,21.6,72.0*,0.0,-1.2,0.4,-17.0,-3.2,?,2.4,-8.9
CC(/C=C/C=C/c1ccccc1)=N/NC(=O)c1ccc2c(c1)OCCO2,13.5,98.0,0.1,-0.3,2.7,-2.8,3.6,-0.7,-4.0,0.1
O=C(CN(Cc1ccccc1)C(=O)c1ccco1)NCc1ccc(F)cc1,37.8,93.0,-0.1,-0.4,3.9,-0.4,-6.5,-1.1,0.5,0.7
O=C(Nc1cc([N+](=O)[O-])ccc1Cl)c1ccc2c(c1)OCO2,-4.6,94.0,-0.1,-0.2,1.1,5.3,6.4,-2.0,-0.6,1.7
O=C(NCc1cccnc1)C(=O)Nc1cc2c3c(c1)CC(=O)N3CCC2,2.1,99.0,-0.2,-3.3,15.8,-5.0,3.7,0.4,6.0,1.7
CS(=O)(=O)c1nc(S(=O)(=O)c2ccc(Cl)cc2)c(N2CCC3(CC2)OCCO3)s1,-1.5,103.0,0.4,-1.2,-0.1,-0.3,-6.9,-5.9,2.1,4.2
Cc1c(NC(=O)C(C)OC(=O)[C@@H](NC(=O)c2ccccc2)C(C)C)c(=O)n(-c2ccccc2)n1C (some centres not stated),nt,98.0,-0.3,0.1,3.1,5.3,5.2,0.1,-2.8,-4.9
COc1ccc(C2CC(C(F)(F)F)n3nc(C(=O)O)cc3N2)cc1OC (configuration not stated),-5.9,97.0,0.0,0.4,1.6,-1.4,-1.9,0.7,-2.4,-3.1
NC(=O)c1ccc(NS(=O)(=O)c2ccc(Br)s2)cc1,12.9,93.0,0.2,-2.6,9.9,14.8,-2.8,-0.9,-1.6,-18.2
C#Cc1ccc([C@@H]2C=C(C(=O)NCc3ccccc3)O[C@H](OCC)[C@H]2CCCO)cc1,-8.5,97.0,-0.1,-3.5,-1.3,8.2,2.5,-0.8,-20.7,4.8
CCOC(=O)c1c(C)[nH]c(C)c1C(=O)COC(=O)c1ccc(Cl)c(S(=O)(=O)NCc2ccccc2)c1,6.6,149.0,1.6,-1.9,-1.3,2.7,-1.6,6.8,6.3,-8.4
CCOC(=O)N1CCN(S(=O)(=O)c2ccc(F)c(C(=O)Nc3cccc(Cl)c3C)c2)CC1,1.8,104.0,0.1,-3.0,0.1,-6.3,-10.8,5.6,2.9,-9.5
O=C(O)c1ccc(-n2c(O)c(C=C3N=c4ccccc4=N3)sc2=S)cc1,-1.5,99.0,-0.1,-0.9,1.1,-0.7,-7.6,-0.9,23.3,-0.3
CC1(C)N=C(c2ccccn2)C(C)(C)N1O,4.9,95.0,-0.2,0.4,-15.4,20.0,-5.3,-1.6,2.0,-13.2
Cc1ccc(NC(=O)COC(=O)C2COc3ccccc3O2)cc1 (configuration not stated),-1.0,103.0,-0.1,-0.1,-11.9,8.0,-11.7,2.7,2.9,-19.3
O=S(=O)(c1ccc(F)cc1)c1nc(-c2ccco2)oc1Nc1ccccc1,-10.0,78.0,0.3,-0.5,0.8,0.6,8.3,-1.6,-3.5,-3.0
OC(c1cccc(Cl)c1)c1nc(-c2cccc3cccnc23)cs1 (configuration not stated),-5.9,98.0,-0.1,1.4,3.2,-1.8,nt,-0.3,-6.4,1.0
CCOC(=O)c1cc2ccc(OC(=O)c3ccco3)cc2oc1=O,16.8,101.0,-0.4,0.0,3.0,-2.2,-115.0,0.7,1.5,-96.9
CCn1c(CCn2c3ccccc3c3ccccc32)n[nH]c1=S,3.7,99.0,0.2,-0.9,-5.5,3.0,-14.9,0.1,8.4,3.0
COc1cccc(C=NNc2nc3ccccc3s2)c1OC,-5.0,97.0,0.0,22.2*,-2.4,-4.3,-4.2,-12.7,0.5,-3.4
Cc1ccc(CNC(=O)CCCOc2cc(=O)n(C)c3ccccc23)o1,3.8,104.0,-0.3,-0.1,11.1,1.6,-24.7,8.9,-2.2,-8.4
Cc1ccc(CN2CCc3[nH]c(=S)[nH]c(=O)c3C2)cc1,0.0,97.0,-0.1,-1.5,-15.5,9.2,15.5,2.3,-1.2,-11.5
CC(C)Sc1nc2c(c(=O)n1-c1ccc(F)cc1)SCC2,12.9,89.0,0.2,-1.4,-3.2,9.5,9.1,-1.5,-3.3,2.9
O=C(COC(=O)C1CCC1)Nc1cccc(Cl)c1,nt,93.0,0.4,-3.2,4.5,3.2,1.3,1.9,-2.2,-6.2
CCN1CCN(C(=O)/C=C/c2ccc3c(c2)OCO3)CC1,20.8,96.0,-0.2,-1.1,5.7,-0.9,2.5,2.1,5.0,3.4
CC(=O)c1ccc(S(=O)(=O)N2CCN(C(=O)c3ccc(-n4cncn4)c([N+](=O)[O-])c3)CC2)cc1,-6.2,97.0,0.1,-0.8,-6.9,12.7,-4.9,1.3,0.2,0.7
Cc1ccnc(N=O)c1,3.6,108.0,0.0,0.3,-20.0,10.3,-15.1,-0.3,-3.0,9.4
COc1ccc(NC(=O)c2ccc(OCC3CCCO3)cc2)cc1OC (configuration not stated),18.1,94.0,0.0,-0.7,-6.5,3.1,-0.5,-0.8,3.5,1.2
O=S(=O)(Nc1ccccc1Cl)c1ccc(F)cc1,6.8,100.0,-0.2,-1.9,-0.5,13.6,-4.3,1.6,-2.9,-0.8
COc1ccc(CCN2CN(S(=O)(=O)c3ccc(OC)cc3)c3nc4ccccc4nc32)cc1,0.7,101.0,0.0,-0.3,5.6,17.0,-9.5,-3.4,-2.8,-4.7
Cc1c(NC(=O)Nc2cc(Cl)ccc2Cl)c(=O)n(-c2ccccc2)n1C,-2.3,100.0,0.0,-2.8,-3.0,-4.2,7.1,-2.1,-1.7,-4.7
CCCSc1ccc([C@@H]2[C@H]3C(=O)N(CC)C(=O)[C@H]3[C@]3(C(=O)OC)CCCCN23)cc1OC,-1.2,95.0,-0.1,-0.8,-7.9,0.5,1.9,-1.8,-10.1,-7.9
Cc1ccc(Cl)cc1NC(=O)Nn1cnnc1,-7.3,94.0,0.0,-3.1,3.0,-1.6,3.2,1.7,0.3,-2.4
COc1ccccc1N(C(=O)c1csnn1)C(C(=O)NC1CCCC1)c1ccccc1 (configuration not stated),0.5,97.0,0.1,0.4,-0.6,9.1,-1.2,-1.7,27.2,-6.6
CCCc1sc(N/N=C/c2ccccn2)nc1-c1ccc(F)cc1,nt,98.0,1.7,-1.9,-12.3,3.4,-8.3,-12.0,3.8,-11.8
CC(=O)Nc1ccc(NC(=O)c2ccccc2Sc2ccc([N+](=O)[O-])cc2Cl)cc1,-11.3,102.0,0.3,0.6,1.3,12.2,-5.2,-0.8,4.7,-1.8
CCc1cccc(NC(=O)CS(=O)Cc2nc(-c3ccc(C)cc3)oc2C)c1 (configuration not stated),-5.4,99.0,0.0,6.1,-4.5,13.2,-7.1,2.6,-2.2,0.6
O=C(NC1CCCCC1)C12CC3CC(CC(Cl)(C3)C1)C2,4.3,105.0,0.3,-0.6,-1.5,19.0,-9.1,-0.5,-5.1,-9.9
O=C1NC(Cc2ccccc2)c2nc3cc(F)ccc3c(=O)n2-c2cc3ccccc3cc21 (configuration not stated),nt,101.0,-0.4,1.5,-7.0,8.7,-20.6,6.3,-1.8,4.5
CCn1c(COc2cccc(C)c2)nnc1SCC(=O)Nc1cccc(C(=O)O)c1,-2.8,99.0,0.2,0.6,7.0,-5.0,-5.8,-1.3,-0.2,-9.6
COc1ccc(S(=O)(=O)N2CCN(C(=O)c3cccc(S(=O)(=O)N4CCCC4)c3)CC2)cc1,nt,91.0,-0.2,0.4,-7.1,-6.1,-5.1,-7.3,-8.5,6.9
CC(C)c1ccc(NC2CCCN(C(=O)c3ccoc3)C2)cc1 (configuration not stated),5.0,93.0,0.1,-1.6,-8.1,-0.7,3.1,-0.6,-0.8,-1.6
CNC(=S)N/N=C/c1c(C)nn(-c2ccc(F)cc2)c1Cl,-4.7,100.0,1.9,-0.9,-3.2,-0.1,1.0,3.7,-3.8,6.2
Cc1ccc(CCNC(=O)CCc2nc3ccccc3[nH]2)cc1,-10.6,100.0,0.0,5.1,0.2,1.5,-4.9,-0.8,10.5,-4.4
COc1ccc(NC(=O)CCC(=O)OC(C(=O)c2ccccc2)c2ccccc2)cc1 (configuration not stated),-5.6,100.0,1.2,-3.1,-2.9,4.0,-8.8,0.6,-1.8,3.5
